# Assay outcomes from PubChem.
# L major viab: Leishmania major promastigote growth inhibition; inhibition, % at 10 µM; Leishmania major promastigotes, resazurin fluorescence viability; 9% of 200,000 active; AID 1063; in the data active means inhibition above about 50%;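 further: promastigotes grown with compound for 44 hours at 28 °C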
# PMI act satM6P: activators of human phosphomannose isomerase at near-saturating mannose 6-phosphate | coupled PMI enzyme assay, resazurin fluorescence, 20 min; hits give high values; 1 = untreated enzyme, 0 = substrate-free blank | activation factor at 20 µM | 0.34% of 190,000 active | AID 1216;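 active means activation factor of 2 or more at 20 µM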
# Target sequence (P34949 whole entry, looked up): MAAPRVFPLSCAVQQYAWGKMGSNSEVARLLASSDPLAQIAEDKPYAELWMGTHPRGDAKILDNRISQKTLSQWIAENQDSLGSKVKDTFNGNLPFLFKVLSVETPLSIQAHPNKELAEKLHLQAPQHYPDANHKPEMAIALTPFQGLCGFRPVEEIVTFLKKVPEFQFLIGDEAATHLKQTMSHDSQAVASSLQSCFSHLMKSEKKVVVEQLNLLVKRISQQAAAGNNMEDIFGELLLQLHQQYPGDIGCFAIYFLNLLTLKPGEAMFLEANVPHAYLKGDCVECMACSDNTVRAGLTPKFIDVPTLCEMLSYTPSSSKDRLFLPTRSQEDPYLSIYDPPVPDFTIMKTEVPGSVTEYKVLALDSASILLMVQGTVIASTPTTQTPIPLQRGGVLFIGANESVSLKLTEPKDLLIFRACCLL
#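 Technique: Diaphorase-driven resazurin-to-resorufin fluorescence, excitation 544, emission 590 nm | Assay system: Human PMI in coupled enzyme assay | Times: Enzyme reaction with compound 20 min at room temperature | Medium: HEPES-buffered pH 7.4 with magnesium and detergent | Reagent: Mannose-6-phosphate 1.0 mM (near-saturating) plus 0.22 mM NADP+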
# S1P3 antag: antagonists of human S1P3 receptor | Q99500 | CHO S1P3 NFAT-BLA reporter, FRET fluorescence, antagonist mode | inhibition, % at 4.98 µM | 0.27% of 170,000 active;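 active means inhibition above the plate cutoff, the mean inhibition of test wells on that plate plus 3 SD, cut at about 28% in these data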;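 further: cells challenged with S1P at its EC80 of 0.8 µM; blue over green emission ratio from cleaved BLA substrate after 4 h stimulation; 0% = S1P-stimulated wells and 100% = unstimulated DMSO-only wells; some compounds past the cut are filed as inactive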
# Target sequence (Q99500 whole entry, looked up): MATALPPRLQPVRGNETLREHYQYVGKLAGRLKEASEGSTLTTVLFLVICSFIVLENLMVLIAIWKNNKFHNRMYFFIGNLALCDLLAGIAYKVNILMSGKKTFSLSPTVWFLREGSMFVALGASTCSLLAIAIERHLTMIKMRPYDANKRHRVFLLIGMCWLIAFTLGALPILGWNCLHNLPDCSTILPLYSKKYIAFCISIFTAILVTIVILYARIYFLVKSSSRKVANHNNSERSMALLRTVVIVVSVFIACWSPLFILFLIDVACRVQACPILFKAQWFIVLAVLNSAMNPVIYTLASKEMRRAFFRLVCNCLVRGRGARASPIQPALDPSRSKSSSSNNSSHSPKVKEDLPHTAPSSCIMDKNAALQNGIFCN
# PMI act: increases human mannose-6-phosphate isomerase activity. purified human PMI, coupled resazurin fluorescence, 20 min; hits give high values; 1 = vehicle control, 0 substrate-free wells. P34949. AID 1214. 0.005% of 190,000 active. activation factor at 20 µM;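 active means activation factor of 2 or more at 20 µM, relative to plate controls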
# Efa HMGR inh: blocks class II HMG-CoA reductase of Enterococcus faecalis; 0.41% of 190,000 active; AID 1066; purified E. faecalis HMGR, NADPH absorbance 340 nm kinetic; inhibition, % at 10 µM;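 active means inhibition above a set limit, the median over all tested compounds plus 3 SD, cut at about 9.5% in these data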;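 further: enzyme runs in reverse so mevalonate oxidation gives rising NADPH absorbance; 0% = complete reaction with DMSO and 100% = background rate lacking mevalonate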
# DTT redox prof: compounds producing H2O2 with reducing agent – biochemical, NIH compound library profiling, artefact control for MLSCN library redox annotation, primary screen. DTT-dependent redox cycling H2O2, phenol red/HRP absorbance; 100% = 100 µM peroxide control, 0% = buffer. activation, % at 10 µM. 0.03% of 200,000 active. AID 878;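 active means activation of at least 50% relative to the plate's high and low controls in the primary single-dose screen; inactive means activation below 50%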;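 further: compound incubated with DTT at 0.8 mM final as the reducing agent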
# Hsp70 act: transcriptional activators of Hsp70. HeLa Hsp70 promoter luciferase reporter, luminescence; scaled: vehicle 0, proteasome-inhibitor control 100%. activation, % at 10 µM. 0.04% of 200,000 active;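 active means activation above the mean across all tested compounds plus 3 SD, cutoff set per campaign, cut at about 5.5% in these data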;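 further: 100% = MG132 at 30 µM as the positive control and 0% = DMSO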
# RAM network inh: yeast RAM network inhibition | inhibition, % at 50 µM | 1.8% of 190,000 active | S. cerevisiae dse1pr::URA3 reporter, 5-FOA growth OD615, 2 d; analog-sensitive cbk1-as2 kinase mutant strain;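 active means inhibition above a set limit, 3 SD over mean compound inhibition, cut at about 8.4% in these data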;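 further: 0% = DMSO-only wells with no growth and 100% = 10 µM 1-NA-PP1 full growth; inhibition rescues growth on 5-FOA so higher OD means more RAM inhibition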
# TNAP inh noacc: inhibitors of human TNAP without phosphate acceptor; inhibition, % at 20 µM; 0.26% of 200,000 active; purified TNAP, CDP-star luminescence, 30 min;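 active means tissue-nonspecific alkaline phosphatase inhibition above about 50% at 20 µM in the single-dose screen, limit read from the data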;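 further: 0% = DMSO negative control and 100% = EDTA positive control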
# TNAP inh hiacc: blocks human TNAP under high phosphate acceptor concentration; P05186; purified TNAP, CDP-star luminescence, 1 M DEA; inhibition, % at 20 µM; 0.03% of 200,000 active; AID 1135;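 active means over 50% inhibition of tissue-nonspecific alkaline phosphatase at 20 µM in the single-dose screen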;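 further: plate controls were DMSO wells for no effect and EDTA-quenched wells as full inhibition for full effect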
# Starred values were filed as active, the others as inactive; / = not tested or not shown. Hits appear at their usual frequency; any-hit rate near 12%.
SMILES,L major viab,PMI act satM6P,S1P3 antag,PMI act,Efa HMGR inh,DTT redox prof,Hsp70 act,RAM network inh,TNAP inh noacc,TNAP inh hiacc
O=C(O)c1nn(CC(=O)N(C2CCCCC2)C2CCCCC2)c(=O)c2ccccc12,-2,1,-10,1,0,-0.1,-0.1,8.2,-12,-2
Cc1cc(NC(=O)CCc2ccc(S(=O)(=O)N3CCOCC3)cc2)n(-c2ccccc2)n1,-1,1.1,/,1.1,3,1.7,-0.3,1.4,-9,-7
COc1cccc2sc(Nc3nc(-c4cc5ccccc5oc4=O)cs3)nc12,6,0.8,-18,0.8,-1,0.4,-0.1,-0.1,-40,6
O=C(CN1CCOCC1)Nc1cccc(Br)c1,-8,1,-14,1,3,0.0,-0.2,2.6,-13,-4
O=C(Nc1cccc(F)c1)c1ccc(CSc2ccccc2)o1,3,0.9,-5,0.8,-2,-0.5,-0.2,7.7,-7,-4
CCCS(=O)(=O)N1CCN(Cc2ccccc2OCC)CC1,-4,1,18,1,2,-0.7,-0.4,0.3,-17,-7
CCCCOc1ccc(C(C)NC(=O)CCS(=O)(=O)Cc2ccccc2F)cc1 (stereo unspecified),-6,1,4,0.9,-2,0.4,-0.2,3.7,-15,-6
CC(C)CN1CCN(Cc2cc(F)ccc2-n2cccn2)CC1CCO (stereo unspecified),1,1,-15,1,-5,-1.1,-0.3,2.5,-8,-3
Cc1cccc(C)c1NC(=O)CSc1nnc(C)n1-c1ccccc1,-4,1,/,1,-3,-0.5,-0.1,-0.9,-6,2
CC(Oc1ccccc1)C(=O)Nc1oc(-c2ccco2)c(-c2ccco2)c1C#N (stereo unspecified),48,0.8,7,0.8,-2,0.0,-0.4,7.4,-18,-1
Cc1ccc([N+](=O)[O-])cc1N=Cc1ccc(Br)s1,-4,0.9,/,0.9,1,0.1,-0.4,1.5,-12,-2
Clc1ccc(CSCCc2ccncc2)cc1,22,1,/,1,-1,0.7,0.6,0.7,23,-14
Cn1c(=O)oc2cc(S(=O)(=O)N3CCC4(CC3)OCCO4)ccc21,-5,0.9,2,1,-3,0.0,0.1,-0.2,2,-6
CCOC(=O)c1cc(C(=O)OCC)cc(-n2cc(O)c(C(=O)OCC)n2)c1,-2,1,/,1,0,2.6,0.0,2.0,-8,-4
CC(C)(/C=N/O)/[N+]([O-])=C/c1ccccc1C(F)(F)F,-4,1.1,-23,1,-3,4.3,-0.5,2.2,-13,-4
COc1ccc(OC)c(Cc2nnc(CCC(=O)NC3CCCCCCC3)o2)c1,-7,0.9,3,0.9,-10,-0.7,-0.2,2.2,-7,-5
Cc1c(S(=O)(=O)N2CCOCC2)c(=O)n(C)c(=O)n1C,-4,1,/,1,-6,0.1,-0.4,1.6,4,-3
Cc1cc(C)n2nc(SCCCC(=O)c3ccccc3)nc2n1,-6,0.9,3,1,2,-0.1,0.0,3.0,-8,-3
COc1ccc(S(=O)(=O)N(C)c2ccc(C(=O)NCC3CCCO3)cc2)cc1 (stereo unspecified),-1,1.1,-10,1,-3,0.6,-0.4,-1.1,-16,-7
COC(=O)CNC(=O)CN1C(=O)N(c2ccccc2)C(N(O)C(=O)Nc2ccccc2)C1(C)C (stereo unspecified),-11,1.1,/,1.1,-6,-5.0,0.0,2.0,-9,0

# Single records (already shown).
# Profile of COc1ccc(S(=O)(=O)N(C)c2ccc(C(=O)NCC3CCCO3)cc2)cc1 (stereo unspecified) = L major viab: -1; PMI act satM6P: 1.1; S1P3 antag: -10; PMI act: 1; Efa HMGR inh: -3; DTT redox prof: 0.6; Hsp70 act: -0.4; RAM network inh: -1.1; TNAP inh noacc: -16; TNAP inh hiacc: -7
# Profile of Cn1c(=O)oc2cc(S(=O)(=O)N3CCC4(CC3)OCCO4)ccc21 = L major viab: -5; PMI act satM6P: 0.9; S1P3 antag: 2; PMI act: 1; Efa HMGR inh: -3; DTT redox prof: 0.0; Hsp70 act: 0.1; RAM network inh: -0.2; TNAP inh noacc: 2; TNAP inh hiacc: -6

# (cont.)
SMILES,L major viab,PMI act satM6P,S1P3 antag,PMI act,Efa HMGR inh,DTT redox prof,Hsp70 act,RAM network inh,TNAP inh noacc,TNAP inh hiacc
COc1ccc(-n2c(Cn3c(=O)sc4ccccc43)nnc2SC)cc1,-1,1.1,-12,1,-4,-0.4,-0.3,0.7,-13,-4
CCOc1cc(C(=O)NCC(C)CN(C)C)cc(OCC)c1OCC (stereo unspecified),-2,1.1,2,1,-1,-0.6,-0.4,0.2,-4,1
CCN(CC)C(=S)Nc1ccc2nc3n(c(=O)c2c1)CCCCC3,1,1,5,1,-2,0.6,-0.6,0.9,-2,1
COc1ccc(C(CC(=O)Nc2nccs2)n2cccc2)cc1 (stereo unspecified),6,1,32,1,-6,-0.8,0.2,2.4,-7,-7
CC1(C)CC(=O)N(CC(=O)N2CCN(c3ncccn3)CC2)c2ccccc2S1(=O)=O,-6,0.9,-2,0.9,-7,-2.4,-0.3,-0.1,-16,-2
CCOc1cccc(-c2nn3c(-c4ccco4)nnc3s2)c1,-2,0.9,/,1,0,-1.3,-0.5,3.2,-3,0
CCCCc1ccc(N=N/C(C(=O)Nc2cc(OC)c(NC(C)=O)cc2OC)=C(/C)O)cc1,21,1,3,0.9,0,-0.3,-0.3,2.8,10,10
Cn1c(=O)[nH]c(=O)c2c1nc(SCCN1CCOCC1)n2Cc1ccccc1,-4,0.9,-3,1,1,0.8,0.2,0.4,-13,-8
CCS(=O)(=O)c1ccc2c(c1)N(S(C)(=O)=O)CC(C(=O)NN)O2 (stereo unspecified),1,1.1,-10,1.1,0,-1.5,0.3,-1.4,8,0
Cc1cc2c(cc1C)-c1nnnn1C(C)(C)C2,38,0.9,-2,0.8,1,2.2,0.2,0.5,-6,-2
Cc1ccc(NC(=O)COC(=O)Cc2csc(-c3cccc(F)c3)n2)cc1C,21,0.9,-6,0.8,-6,-0.2,-0.1,7.0,-6,-4
CCn1cc(C2=NC(CCSC)CO2)c2ccccc21 (stereo unspecified),-8,0.9,-6,1,-6,-0.6,-0.4,0.0,-9,-2
CCN(CC)CCNS(=O)(=O)c1ccc(/C=C/C(=O)O)cc1,-2,0.9,4,1,-2,-1.5,0.0,0.4,-9,1
CS(=O)(=O)N(CC(=O)NCc1ccco1)c1ccc(Cl)c(C(F)(F)F)c1,76*,1,-21,1,1,-4.0,-0.2,0.4,9,-1
COC(=O)c1cc(COC(=O)c2ccc3ccccc3n2)oc1C,-4,1,-24,1,-7,2.7,-0.1,2.4,-9,-4
COc1ccccc1-c1nc(C#N)c(N2CCN(Cc3ccccc3)CC2)o1,15,1,-5,0.9,2,-0.3,0.5,0.8,-7,-4
Cc1ccc(C(=O)NCCNS(C)(=O)=O)cc1,-1,1,0,1.1,3,-1.2,0.1,0.4,-9,-1
COc1ccccc1OCCCn1c(=O)sc2ccccc21,7,1.1,12,1.1,-4,0.1,0.4,-0.2,1,-3
O=[N+]([O-])c1ccc2n[nH]nc2c1,-7,1.1,/,1.1,-10,-2.2,0.8,1.2,-5,-4
CCCCNS(=O)(=O)c1ccc2nc(SCC(=O)Nc3ccccc3Cl)[nH]c2c1,9,0.8,-7,0.7,-10,0.0,-0.4,9.4*,-12,1
COc1ccc(N=C2C(=Nc3ccc(OC)cc3)N(c3ccccc3)C(=S)N2C(=O)c2ccc(Cl)cc2)cc1,-2,1,/,1,-1,4.0,0.6,2.8,14,17
CCCOc1ccc(CSCCNC(=S)Nc2ccccc2)cc1,40,0.8,0,0.8,-3,0.4,-0.3,1.2,-53,-8
O=C(CCl)NC(Cc1ccccc1)c1ccccc1 (stereo unspecified),28,1.1,-13,1.2,2,-0.1,-0.1,1.6,-6,-4
CCN(CC)c1cc2nonc2c2nonc12,13,0.9,21,0.9,-5,1.7,0.0,1.9,-2,-3
CCC(C)NC(=O)CSc1nnc(-c2cc(-c3ccc(C)cc3)nc3ccccc23)n1N (stereo unspecified),9,1,/,1,-3,1.0,0.1,0.8,-11,-4
CC(C)NC(=O)COC(=O)C1CSC2(c3ccc(Br)cc3)CCC(=O)N12 (stereo unspecified),-8,1,-12,1,1,-2.2,-0.1,0.4,-18,-6
COC(=O)C1C(=O)c2c([nH]c(C(=O)OC3CCCCCC3)c2C)CC1C (stereo unspecified),7,0.9,-17,0.9,-9,-2.0,-0.1,1.7,-5,-1
O=C(Nc1ccc(F)cc1)c1ccccc1CC[N+](=O)[O-],-2,0.8,/,0.8,-2,1.3,0.0,2.2,-4,1
CN(C)S(=O)(=O)N1CCCC(C(=O)c2ccc(-c3ccccc3)cc2)C1 (stereo unspecified),-2,0.9,-6,1,-1,-0.1,-0.1,5.0,-5,-5
CC(=O)c1cn(CC(=O)Nc2ccccc2)c2ccccc12,-4,1,-17,0.9,-4,0.1,-0.3,2.0,-8,-1
Cc1ccc(C(=O)Cn2nnc3c(sc4nc5c(c(-c6ccccc6)c43)CCC5)c2=O)cc1,-3,0.9,/,1,3,-5.2,-0.1,1.0,-2,-4

# Ordered by formula weight (descending): eleven of the compounds above.
SMILES,L major viab,PMI act satM6P,S1P3 antag,PMI act,Efa HMGR inh,DTT redox prof,Hsp70 act,RAM network inh,TNAP inh noacc,TNAP inh hiacc
CCCCNS(=O)(=O)c1ccc2nc(SCC(=O)Nc3ccccc3Cl)[nH]c2c1,9,0.8,-7,0.7,-10,0.0,-0.4,9.4*,-12,1
CC1(C)CC(=O)N(CC(=O)N2CCN(c3ncccn3)CC2)c2ccccc2S1(=O)=O,-6,0.9,-2,0.9,-7,-2.4,-0.3,-0.1,-16,-2
COc1cccc2sc(Nc3nc(-c4cc5ccccc5oc4=O)cs3)nc12,6,0.8,-18,0.8,-1,0.4,-0.1,-0.1,-40,6
CCN(CC)CCNS(=O)(=O)c1ccc(/C=C/C(=O)O)cc1,-2,0.9,4,1,-2,-1.5,0.0,0.4,-9,1
Cc1ccc([N+](=O)[O-])cc1N=Cc1ccc(Br)s1,-4,0.9,/,0.9,1,0.1,-0.4,1.5,-12,-2
COc1ccccc1OCCCn1c(=O)sc2ccccc21,7,1.1,12,1.1,-4,0.1,0.4,-0.2,1,-3
Cc1c(S(=O)(=O)N2CCOCC2)c(=O)n(C)c(=O)n1C,-4,1,/,1,-6,0.1,-0.4,1.6,4,-3
O=C(CN1CCOCC1)Nc1cccc(Br)c1,-8,1,-14,1,3,0.0,-0.2,2.6,-13,-4
CC(=O)c1cn(CC(=O)Nc2ccccc2)c2ccccc12,-4,1,-17,0.9,-4,0.1,-0.3,2.0,-8,-1
CCn1cc(C2=NC(CCSC)CO2)c2ccccc21 (stereo unspecified),-8,0.9,-6,1,-6,-0.6,-0.4,0.0,-9,-2
CC(C)(/C=N/O)/[N+]([O-])=C/c1ccccc1C(F)(F)F,-4,1.1,-23,1,-3,4.3,-0.5,2.2,-13,-4
